# Pol kappa inh = blocks human DNA polymerase kappa activity. Q9UBT6. purified Pol kappa, fluorescent DNA synthesis assay, 10 min. Potency, µM (series often up to 107 µM), inactives show at the top dose activity, negative = inhibition, most hits filed as inhibitors. 400,000 compounds, 0.53% hits; also: potency is read from the fitted curve at half-maximal effect; % is scaled to controls: 0 for no effect and ±100 for the full control effect
#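 First, compounds were pin-transferred onto 10 nM Pol kappa. After 15 min at room temperature, substrate was added to 50 nM final. Fluorescence was then measured kinetically at 0 and 10 min.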
# APEX1 inh = inhibitors of human APE1 endonuclease; recombinant APE1, TAMRA/BHQ-2 abasic DNA cleavage fluorescence; Potency, µM (doses to about 65.8 µM), inactives show at the highest dose activity change, negative = inhibition, actives largely listed as inhibitors; 350,000 compounds, 0.35% hits; P27695; AID 2517;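 also: potency is read from the fitted curve at half-maximal effect; plate controls were vehicle for no effect and reference inhibitor for full effect; nearly all actives have a fitted effect of over 55% in size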
#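 Kinetic fluorescence read (525 ex/598 em nm, three reads 60 s apart) of AP-site incision; signal = third minus first read. Enzyme 0.75 nM, dual-labelled THF duplex 50 nM, compound preincubation 15 min RT.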
# 12-LOX inh = inhibitors of human 12S-lipoxygenase ALOX12; 580,000 compounds, 1.1% hits; AID 1671190; P18054; Potency, µM (series often up to 108 µM), for the others: at the highest dose activity change, negative = inhibition, most hits filed as inhibitors; purified 12hLO, xylenol orange hydroperoxide absorbance; also: potency is read from the fitted curve at half-maximal effect; % is scaled to controls: 0 for no effect and ±100 for the full control effect
# Target sequence (P18054 whole entry, looked up): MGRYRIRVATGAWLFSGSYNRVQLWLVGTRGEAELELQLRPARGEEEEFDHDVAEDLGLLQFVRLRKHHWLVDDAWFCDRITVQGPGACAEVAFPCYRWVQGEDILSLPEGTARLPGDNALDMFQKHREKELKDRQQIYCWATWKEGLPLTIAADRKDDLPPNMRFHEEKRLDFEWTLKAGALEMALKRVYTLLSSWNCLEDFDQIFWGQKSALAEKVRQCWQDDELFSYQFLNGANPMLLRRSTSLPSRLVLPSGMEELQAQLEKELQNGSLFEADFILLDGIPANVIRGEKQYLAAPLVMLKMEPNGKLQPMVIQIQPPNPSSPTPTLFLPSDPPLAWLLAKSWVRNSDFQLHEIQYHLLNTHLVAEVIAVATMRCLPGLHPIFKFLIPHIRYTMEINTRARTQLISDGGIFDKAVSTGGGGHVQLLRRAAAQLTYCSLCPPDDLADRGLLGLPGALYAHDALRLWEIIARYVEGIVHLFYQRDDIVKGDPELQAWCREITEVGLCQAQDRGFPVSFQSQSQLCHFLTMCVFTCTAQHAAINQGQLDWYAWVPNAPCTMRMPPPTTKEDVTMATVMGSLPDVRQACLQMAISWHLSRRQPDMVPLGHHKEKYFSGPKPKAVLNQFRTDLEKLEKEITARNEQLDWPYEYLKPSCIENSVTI
#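 Purified human 12hLO at 150 nM in 25 mM Hepes, 0.01% Triton X-100, pH 7.0, preincubated 15 min at room temperature with compound. Reaction started with 40 uM arachidonic acid, 30 min at room temperature. Hydroperoxide measured by Fe-xylenol orange, 573/405 nm absorbance ratio.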
# Anesthetic bind = binds horse apoferritin like a general anesthetic. Potency, µM (series often up to 77.5 µM), for inactives: top-dose activity change, negative = displacement, most hits filed as inhibitors. apoferritin/1-aminoanthracene competitive binding, fluorescence. 350,000 compounds, 0.074% hits; also: potency is read from the fitted curve at half-maximal effect; % is scaled to controls: 0 for no effect and ±100 for the full control effect; nearly all actives have a fitted effect of over 20% in size
#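 Horse-spleen apoferritin (10 uM) was mixed with 50% saturated 1-aminoanthracene in PBS, exposed to compounds for 10 min at room temperature, and read for fluorescence (ex 380 nm, em 535 nm). Competitive displacement was fitted with a four-parameter Hill equation.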
# RGS4 inhibitor = inhibitors of human regulator of G protein signaling 4; P49798; 390,000 compounds, 0.039% hits; Potency, µM (top dose mostly 114 µM), without a hit: top-dose activity change, negative = inhibition, hits mostly inhibitors; AID 504845; Transcreener GDP fluorescence polarization, RGS4-accelerated GTP hydrolysis; also: potency is read from the fitted curve at half-maximal effect; % is scaled to controls: 0 for no effect and ±100 for the full control effect; nearly all actives have a fitted effect of over 75% in size; some results filed as inactive show a strong effect at the top dose
#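 MLSMR compounds (23 nl, pin-transferred) preincubated 10 min at room temperature with a 500nM (2x) first reagent, then RGS4 at 900nM (2x) plus Transcreener GDP mix added; fluorescence polarization (620/688 nm) read before and after 90 min at 30 °C.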
# POLH inh = DNA polymerase eta (human) inhibition; Potency, µM (titrated, usually from 114 µM), inactives show top-dose activity change, negative = inhibition, hits mostly inhibitors; recombinant Pol eta, fluorescent DNA replication assay; AID 588591; Q9Y253; 390,000 compounds, 1.2% hits; also: potency is read from the fitted curve at half-maximal effect; % is scaled to controls: 0 for no effect and ±100 for the full control effect
#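 Pol eta (10 nM) was preincubated with compounds for 15 min at room temperature, after which fluorescent replication substrate (50 nM final) was added to start the reaction. Fluorescence was read kinetically at 0 and 10 min.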
# ERG Ets-DNA blk = ERG Ets/DNA interaction inhibition. AID 624246. fluorescence polarization, His-ERG Ets domain / labelled DNA. 370,000 compounds, 0.028% hits. Potency, µM (top dose mostly 76.9 µM), without a hit: top-dose FP activity, negative = inhibition, usual class: inhibitors; active = well fitted inhibition curve with a large enough effect in the polarisation, with a control signal flat; inconclusive = small, poorly fitted or top-dose-only effect, or effect the other way, or a change in a side signal; inactive = no such curve, though single readings can be large or run the other way; the % refers to the polarisation;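 also: polarization taken with two DNA probes labelled with fluorescein and Texas red; potency is read from the fitted curve at half-maximal effect; % of control where 0% means no effect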
# Target sequence (P11308 whole entry, looked up, the tested form may be a part): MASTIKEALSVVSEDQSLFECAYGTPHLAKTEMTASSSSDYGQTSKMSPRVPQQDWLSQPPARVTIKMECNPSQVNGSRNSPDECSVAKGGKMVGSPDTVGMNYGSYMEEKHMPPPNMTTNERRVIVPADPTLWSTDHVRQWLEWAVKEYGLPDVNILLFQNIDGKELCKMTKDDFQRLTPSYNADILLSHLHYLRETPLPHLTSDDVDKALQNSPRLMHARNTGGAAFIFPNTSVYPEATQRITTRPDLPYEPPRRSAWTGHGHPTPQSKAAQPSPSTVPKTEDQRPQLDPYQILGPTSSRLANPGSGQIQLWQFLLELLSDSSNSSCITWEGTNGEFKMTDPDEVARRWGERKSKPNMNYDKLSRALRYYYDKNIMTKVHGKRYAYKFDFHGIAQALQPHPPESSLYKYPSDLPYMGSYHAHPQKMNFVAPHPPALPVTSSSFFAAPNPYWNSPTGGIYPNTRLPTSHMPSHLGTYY
#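 His-tagged ERG Ets domain (1 uM in the protein solution; 300mM KCl, 50mM Tris-HCl, 1mM EDTA, 1mM DTT, pH 7.5) received compound, then a probe mix of 5 nM fluorescein-DNA and 100nM Texas-615-DNA. Fluorescence polarization was read for both dyes.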
# POLB inh = inhibitors of human DNA polymerase beta; P06746; Pol beta primer extension/strand displacement, fluorescence kinetic; Potency, µM (doses to about 114 µM), for the others: at the top dose activity change, negative = inhibition, hits mostly inhibitors; 340,000 compounds, 1.3% hits; also: potency is read from the fitted curve at half-maximal effect; % is scaled to controls: 0 for no effect and ±100 for the full control effect
#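 Enzyme-only controls used 10 nM Pol beta; buffer lacking enzyme served as negative control. Compound preincubated 15 min, then 50 nM substrate added; 0 and 10 min reads at room temperature.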
# LDHA inh = inhibitors of human lactate dehydrogenase A; activity change, % (values are at about 110 or 230 µM); 480,000 compounds, 0.15% hits; AID 1347041; purified LDHA, NADH/diaphorase-resazurin fluorescence; hits give low values; in the data active = activity change below about -30%; inconclusive = mostly about -25% to -30%;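 also: plate controls were DMSO wells for no effect and wells without enzyme for full effect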
#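 Human LDH5 at 2 nM final in Tris HCl pH 7.4 with 0.06 mM NADH and 0.2 mM pyruvate, reacted 5 minutes at room temperature. Remaining NADH coupled via diaphorase/resazurin; resorufin fluorescence read at 0 and 20 minutes, normalized to enzyme-free and DMSO wells.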
# * marks the source's active call; other numbers are inactive results; i = inactive; ? = inconclusive; · = no result given; & = joins results of further samples; [ ] = dose if it differs, or a comment. Unless noted, calls follow the shape of the dose curve; as a rule, active = well fitted curve in the direction sought with a large enough effect; inconclusive = small, poorly fitted or top-dose-only effect, or another doubt; inactive = no such curve, though single readings can be large; an effect the other way counts as inactive or inconclusive.
no.	SMILES	Pol kappa inh	APEX1 inh	12-LOX inh	Anesthetic bind	RGS4 inhibitor	POLH inh	ERG Ets-DNA blk	POLB inh	LDHA inh
1	CC(C)CN(C(=O)C1CC1)C1CCS(=O)(=O)C1 (centres undefined)	3%	31%	-5%	·	11%	-14%	6%	·	-6
2	Cc1cc(C)cc(NC(=O)CSc2nnnn2-c2cccnc2)c1	-3%	27%	-20%	-10%	-5%	-7%	2%	18%	-5
3	CCOc1ccc(OCCC(=O)OCC(=O)NC2CC2)cc1	-12%	?	-6%	·	2%	-7%	-7%	·	-7
4	Cn1c(=O)oc2cc(S(=O)(=O)NCc3ccc(Cl)cc3)ccc21	0%	-8%	1%	-4%	1%	-20%	1%	14%	-4
5	Cc1ccc(C(C)C)cc1OCC(=O)N1CCN(C(=O)c2ccco2)CC1	-3%	-1%	-13%	·	2%	-6%	0%	·	-4
6	CCc1ccc(CNc2ccc3c(c2)ncn3C(C)(C)C)cc1	-1%&-12%	-1%	0%&-5%	-13%&-6%	8%&-14%	-24%&3%	0%&-4%	26%&-26%	25&18
7	CNc1snc(C)c1C(=O)OCC(=O)NCc1ccccc1OC	-19%	-2%	-7%	·	-26%	-21%	3%	·	-7
8	CC(C)Nc1ccc(C(CC(N)=O)NC(=O)Cc2cccc3ccccc23)cc1[N+](=O)[O-] (centres undefined)	0%	2%	-20%	14%	-9%	-14%	6%	12%	-2
9	O=S(=O)(NCc1nc2cccnc2n1Cc1ccc(F)cc1)c1ccc(Cl)s1	-6%[60.1 µM]	·	1%	-11%	-6%	-2%	7%	6%	-6
10	CCOC(=O)c1ccc(N=c2ssnc2Cl)cc1	4%	-10%	2.2µM*	-15%	?	-3%	0%	7%	-6
11	Cc1ccc(NC(=O)c2ncc(Cl)c(Cl)c2Cl)cc1C	-8%	12%	-2%	1%	-6%	-17%	12%	?	-5
12	CC/C(=N/NC(=O)c1ccc(Br)o1)c1ccc(Cl)cc1	-15%	-6%	-7%	-9%	2%	-23%	1%	-17%	-4
13	COc1cc(N2C(=O)CSC23C(=O)Nc2ccccc23)cc(OC)c1OC (centres undefined)	-1%	-5%	-19%	-8%	24%	-4%	1%	46%	-8
14	COc1cccc(C(=O)Nc2cccc(OCc3cc(=O)n4cccc(C)c4n3)c2)c1	-9%[60.1 µM]	·	?	5%	9%	3%	3%	-1%	3
15	COc1ccc(C)cc1S(=O)(=O)N(C)CC(=O)Nc1ccc2c(c1)OCCO2	-7%	-8%	4%	-11%	8%	9%	·	-10%	-1
16	Cc1cccc(/C=N/n2c(C3CCCCC3)n[nH]c2=S)c1	3%	1%	·	-20%	-45%	-9%	6%	-11%	-10
17	COC(=O)c1ccc(C)c(NC(=O)Cc2ccc([N+](=O)[O-])cc2)c1	·	-1%	-28%	1%	·	·	·	3%	·
18	O=C(c1ccc(-c2ccccc2)cc1)N1CCC(C(=O)N2CCCC2)CC1	-3%	-2%	2%	-3%	-4%	-9%	·	-3%	-12
19	O=C(CSc1nc(O)cc(=O)n1-c1ccccc1)c1ccc(Br)cc1	0%	1%	?	-18%	-49%	-16%	-1%	?	-4
20	CC1CN(C(=O)COC(=O)c2ccc(F)cc2Cl)CC(C)O1 (centres undefined)	-12%	-8%	-12%	2%	12%	7%	-3%	75%	-5
21	Cn1c(=O)c(C#N)c(-c2ccccc2)n2cnnc12	0%	3%	-6%	-2%	-34%	-3%	·	5%	-3
22	CC(=O)NCCc1ccc(C(=O)COC(=O)c2cc(C)oc2C)cc1	4%	-6%	-22%	·	3%	-16%	-4%	·	-12
23	O=C(NCCc1ccccc1)c1cccnc1	-6%	26%	-4%	-10%	-1%	6%	1%	12%	-3
24	CCS(=O)(=O)N1CCC(C(=O)Nc2cc(Cl)ccc2O)CC1	-6%	9%	0%	2%	-5%[11.4 µM]	-8%	0%	8%	1
25	CCOC(=O)CC(NC(=O)C(CC)c1ccccc1)c1ccccc1Cl (centres undefined)	-10%	-3%	14%	-17%	7%	-12%	-9%	0%	3
26	COc1cc(C2C(C(=O)c3ccc(C)o3)=C(O)C(=O)N2c2cc(C)on2)ccc1OCc1ccccc1 (centres undefined)	-7%	25%	?	4%	6%	0%	2%	14%	-1
27	CN(C)c1ccc(NC(=O)Cn2c(SCc3ccc(F)cc3)nc3ccncc32)cc1	-20%	·	?	-7%	-9%	4%	-2%	-1%	-7
28	Cc1ccc(-c2nc(CN(C)C3CCOCC3)c(C)o2)s1	0%	10%	3%	-3%	13%	11%	-3%	12%	-9
29	CCOC(=O)CNC(=O)c1cc(OC)cc(OC)c1	0%	5%	-5%	-4%	-17%	-10%	5%	15%	1
30	O=C(Cn1c(-c2cccs2)cc2cc(F)ccc21)N1CCN(c2ccccc2)CC1	-10%	·	1%	39%[activator]	9%	-11%	1%	68%	-13
31	COc1cc(C=C(C(C)=O)C(C)=O)ccc1O	7%	12%	-6%	3%	-37%	-3%	-5%	17%	11
32	CC1(C)Cc2c(C#N)c(N3CCOCC3)nc(Cc3ccccc3)c2CO1	1%	-1%	0%	45%[activator]	-30%	-20%	2%	24%	1
33	CC(C)CCn1c(N2CCCC2)nc2c1c(=O)[nH]c(=O)n2C	9%	41%[activator]	0%	-2%	16%	-2%	1%	16%	3
34	O=C(Cn1cnc2cc([N+](=O)[O-])ccc2c1=O)N(Cc1ccccc1)C1CCS(=O)(=O)C1 (centres undefined)	4%	8%	-12%	-8%	-41%	-12%	9%	3%	9
35	Cc1nn(-c2cccc(C(F)(F)F)c2)c(=O)c2noc(C)c12	0%	1%	0%	7%	4%	-19%	-7%	20%	-7
36	CCOC(=O)N1CCc2c(sc3c2c(=O)n(Cc2ccccc2)c(=O)n3CC(=O)Nc2cccc(CC)c2)C1	-22%	·	-5%	-3%	12%	-17%	-5%	1%	-11
37	CC(C)c1ccc(Nc2nc(Cl)nc(NCCO)n2)cc1	-16%	9%	0%	-12%	-13%	-19%	-5%	1%	-1
38	O=C1c2[nH]nc(-c3ccccc3O)c2C(c2cccc(O)c2)N1Cc1ccco1 (centres undefined)	1%	0%	i	-23%	-52%	-19%	-5%	1%	-2
39	COc1cccc2cc(-c3nnc(SCC(=O)NCc4ccccc4)n3C)oc12	-12%	-6%	21%	-8%	-6%	3%	-12%	0%	-16
40	Cc1nc2sc(C)c(C)c2c(=O)o1	10%	-6%	-17%	-7%	-46%	-1%	0%	-19%	-1
41	CC(=O)c1cc2c(cc1NC(=O)CCC1CCCC1)OCO2	·	-20%	-10%	-6%	·	·	·	-7%	·
42	CCN(CC)C(=O)C1CCCN(c2ncnc3c2nc2n3CCCCC2)C1 (centres undefined)	-5%	·	-12%	0%	0%	2%	-6%	4%	0
43	COc1cc(C(=S)NC2CCCCC2)ccc1O	2%	0%	?	-3%	-46%	-20%	-4%	5%	-1
44	Cc1onc(-c2c(Cl)cccc2Cl)c1C(=O)NCCN1CCOCC1	-5%	10%	-3%	1%	-8%	-7%	3%	4%	0
45	Cc1nc2c(C(=O)NCCc3ccc(Cl)cc3)cnn2c(C)c1Cc1ccc(F)cc1	-11%[60.1 µM]	·	-37%	4%	-13%	-6%	-2%	1%	-3
46	COCCCNC(=S)N1CCCN(c2nc3c(C)c(C)ccc3cc2C#N)CC1	-10%	9%	-3%	?	-3%	-10%	5%	-3%	-2
47	COc1ccccc1COC(=O)C(NC(=O)c1ccc(C)cc1)C(C)C (centres undefined)	-3%	6%	?	·	2%	-27%	13%	·	-1
48	Cc1ccc(NC(=O)C(C)N2CCOCC2)c(C(=O)c2ccccc2)c1 (centres undefined)	2%	11%	8%	-12%	8%	-8%	10%	0%	1
49	O=C(CCN=C1NS(=O)(=O)c2ccccc21)NCc1ccccc1F	-11%	11%	-30%	·	-7%	-23%	0%	·	-3
50	COc1cccc(NC(=O)N2CCc3ccccc3C2)c1	-8%	59%[activator]	7%	?	-19%	-21%	2%	5%	-5

# (continued)
no.	SMILES	Pol kappa inh	APEX1 inh	12-LOX inh	Anesthetic bind	RGS4 inhibitor	POLH inh	ERG Ets-DNA blk	POLB inh	LDHA inh
51	O=c1cc(CSc2ccc([N+](=O)[O-])cc2)nc2sccn12	4%	-1%	-4%	-3%	15%	-1%	8%	4%	-5
52	CN(CC1CCCO1)S(=O)(=O)c1ccc(C(=O)NCc2ccccc2)cc1 (centres undefined)	-6%	-2%	5%	-10%	-14%	-6%	-2%	25%	-2
53	CCC(C)c1ccccc1O (centres undefined)	-5%	2%&2%&2%	-16%	·	-11%	-15%	0%	·	-3
54	COc1cccc(NC(=O)c2ccccc2-c2nc(-c3cccc(C)c3)no2)c1	-4%	-8%	-3%	?	-46%	-13%	-2%	0%	5
55	COc1cc(/C=C2/C(=O)NN(c3cccc(Cl)c3)C2=O)cc(Br)c1O	?	-20%	0%	-21%	-27%	89µM*	-8%	-5%	0
56	CC(=O)N1CCCc2cc(S(=O)(=O)N(C)CC(=O)Nc3ccc(C)cc3C)ccc21	-2%[60.1 µM]	·	0%	-9%	-13%	-20%	1%	-2%	-4
57	COc1ccc(CCN(C)CCC(=O)Nc2ccc(C)cc2)cc1OC	0%	7%	5%	1%	-11%	-20%	5%	-13%	0
58	O=C(NNS(=O)(=O)c1ccc(F)cc1)C1CC(c2cccnc2)=NO1 (centres undefined)	9%	-8%	-4%	1%	8%	-19%	-24%	22%	1

# This is a subset, so the mix of outcomes need not match the whole.
